Screening results deposited in PubChem BioAssay by several laboratories.
CSN inh: blocks human CSN-mediated cullin deneddylation; Q92905; inhibition, % at 12.5 µM; AID 651999; 360,000 tested, 0.38% active; Purified CSN, SCF-Nedd8-OG deneddylation, fluorescence polarization;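 active = pattern-corrected inhibition above about 35%, with an unprinted fluorescence ratio check between 0.5 and 1.5, limit read from the data, passing the limit was not always enough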;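 also: 0% = enzyme with substrate and 100% = substrate without enzyme; some results filed as inactive read as strong as hits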
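Test system: Human Csn5 produced in HEK293T cells | Compound: 12.5 µM single point | Times: 90 min, room temperature | Signal: Fluorescence polarization readout | Read-out basis: % inhibition of substrate cleavage by Csn5 | Controls: no-enzyme wells high, enzyme-with-substrate wells low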
MT1-MMP act inh: MT1-MMP (human) activation inhibition | P50281 | HT1080 RFP-PRO-GFP cells, GFP/RFP ratio fluorescence, overnight; percent of plate control window, DMSO zero | GFP/RFP ratio change, % at 20 µM | 360,000 tested, 0.061% active;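 active = GFP/RFP ratio change of at least 30% with cell ATP level not reduced by more than half and red fluorescence within 50% of control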; also: strong numbers were not always called active
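Assay system: HT1080 cells carrying an RFP-PRO-GFP reporter | Dosing: Single dose of 20 µM compound, 1% DMSO final | Incubation: Cells overnight before dosing, compound overnight, 37 °C, 5% CO2 | Evaluation: GFP/RFP fluorescence ratio | Control set: DMSO and RFP-L50D-GFP cell wells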
eLon inh: inhibits E. coli Lon protease | AID 602123 | purified E. coli Lon protease, fluorescence polarization | 360,000 tested, 0.42% active | inhibition, % at 7.94 µM; in the data active = inhibition above about 13%, passing the limit was not always enough;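 also: 0% = enzyme with probe and DMSO and 100% = no enzyme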
Rpn11 inh: blocks the human proteasome subunit Rpn11. human 26S proteasome, Ub4-pepOG fluorescence polarization; 20S core pre-blocked with epoxomicin. calls only at 20 µM. 360,000 tested, 0.59% active. AID 588493;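 active = inhibition at 20 µM, scaled to each plate's controls, above about 33%, limit read from the data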
FAS-TE inh: blocks the thioesterase domain of human fatty acid synthase. P49327. recombinant FAS-TE, OMFH fluorogenic substrate, fluorescence endpoint. inhibition, % at 15 µM. 360,000 tested, 0.67% active. AID 602261;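 active = compounds whose normalised, plate-corrected inhibition of enzyme fluorescence in the single-dose primary screen is 50% or more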;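 also: 0% = DMSO with enzyme and 100% = substrate without enzyme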
Rin1-Abl PPI inh: blocks binding of human Rin1 to Abl; inhibition, % at 7.35 µM; TR-FRET Rin1/Abl binding, biochemical; AID 588664; 360,000 tested, 0.4% active; P00519+Q13671; in the data active = inhibition above about 5%, passing the limit was not always enough
Target sequence (P00519 whole entry, looked up): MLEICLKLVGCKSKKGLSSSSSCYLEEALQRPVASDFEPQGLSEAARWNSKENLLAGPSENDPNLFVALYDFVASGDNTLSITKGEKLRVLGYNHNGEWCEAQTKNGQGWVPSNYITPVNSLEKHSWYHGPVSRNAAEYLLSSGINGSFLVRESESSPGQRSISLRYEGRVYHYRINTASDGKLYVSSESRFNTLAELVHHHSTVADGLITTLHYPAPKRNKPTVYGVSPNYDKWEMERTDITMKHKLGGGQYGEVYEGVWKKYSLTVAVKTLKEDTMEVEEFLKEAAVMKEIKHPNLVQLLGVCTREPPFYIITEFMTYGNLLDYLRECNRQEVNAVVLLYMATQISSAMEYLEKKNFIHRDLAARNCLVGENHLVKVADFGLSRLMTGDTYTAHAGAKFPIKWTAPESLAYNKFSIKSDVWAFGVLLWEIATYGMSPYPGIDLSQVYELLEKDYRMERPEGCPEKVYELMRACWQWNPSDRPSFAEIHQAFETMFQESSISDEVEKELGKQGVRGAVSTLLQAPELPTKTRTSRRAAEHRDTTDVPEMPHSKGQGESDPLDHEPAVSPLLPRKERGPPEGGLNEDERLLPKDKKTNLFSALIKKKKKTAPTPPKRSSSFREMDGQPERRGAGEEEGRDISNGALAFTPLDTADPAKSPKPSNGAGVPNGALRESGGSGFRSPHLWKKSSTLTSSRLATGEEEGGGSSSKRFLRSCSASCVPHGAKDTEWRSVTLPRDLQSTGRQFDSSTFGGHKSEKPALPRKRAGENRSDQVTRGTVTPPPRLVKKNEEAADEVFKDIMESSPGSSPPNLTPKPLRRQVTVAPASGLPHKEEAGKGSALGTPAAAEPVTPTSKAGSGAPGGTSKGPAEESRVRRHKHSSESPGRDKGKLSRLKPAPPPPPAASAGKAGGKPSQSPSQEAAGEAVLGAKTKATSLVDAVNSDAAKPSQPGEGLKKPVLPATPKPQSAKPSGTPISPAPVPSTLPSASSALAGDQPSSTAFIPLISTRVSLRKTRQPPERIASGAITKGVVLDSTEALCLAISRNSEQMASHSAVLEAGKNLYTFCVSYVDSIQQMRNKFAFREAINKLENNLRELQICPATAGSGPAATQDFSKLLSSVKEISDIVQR
Target sequence (Q13671 whole entry, looked up): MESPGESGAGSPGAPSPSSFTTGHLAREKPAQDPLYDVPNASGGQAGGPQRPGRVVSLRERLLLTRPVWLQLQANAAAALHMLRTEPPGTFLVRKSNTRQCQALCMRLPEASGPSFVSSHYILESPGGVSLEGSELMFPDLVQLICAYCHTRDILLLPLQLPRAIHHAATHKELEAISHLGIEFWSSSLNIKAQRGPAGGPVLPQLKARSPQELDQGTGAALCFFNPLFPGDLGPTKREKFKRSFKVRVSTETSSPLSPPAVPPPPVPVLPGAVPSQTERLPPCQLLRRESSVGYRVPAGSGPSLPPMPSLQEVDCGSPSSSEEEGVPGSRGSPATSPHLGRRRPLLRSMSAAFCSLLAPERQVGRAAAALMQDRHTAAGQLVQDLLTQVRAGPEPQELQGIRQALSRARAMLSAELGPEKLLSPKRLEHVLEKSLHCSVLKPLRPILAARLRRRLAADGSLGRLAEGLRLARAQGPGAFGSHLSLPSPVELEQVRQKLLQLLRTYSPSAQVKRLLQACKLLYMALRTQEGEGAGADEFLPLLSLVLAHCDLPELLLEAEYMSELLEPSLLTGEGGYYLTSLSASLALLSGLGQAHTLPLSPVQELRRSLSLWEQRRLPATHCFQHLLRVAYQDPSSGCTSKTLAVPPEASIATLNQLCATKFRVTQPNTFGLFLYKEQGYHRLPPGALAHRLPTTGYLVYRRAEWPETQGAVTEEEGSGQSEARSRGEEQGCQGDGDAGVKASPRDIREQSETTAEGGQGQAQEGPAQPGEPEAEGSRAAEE
bovine MsrA act: activates bovine MsrA enzyme; purified bovine MsrA, absorbance read-out; activation, % at 10.6 µM; 360,000 tested, 0.3% active; in the data active = activation above about 7.5%;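 also: 0% = vehicle and 100% = reference activator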
MLLE-PAM2 inh: blocks PAM2 peptide binding to the PABP1 MLLE domain | P11940 | GST-MLLE / FITC-PAM2 fluorescence polarization | inhibition, % at 20 µM | 360,000 tested, 0.36% active | AID 588489; in the data active = inhibition above about 35%, passing the limit was not always enough;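 also: plate controls were DMSO wells with GST-MLLE for no effect and wells lacking GST-MLLE protein for full effect; some results filed as inactive read as strong as hits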
MsrA inh: inhibits bovine methionine sulfoxide reductase A. purified bovine MsrA, absorbance read-out. inhibition, % at 15.5 µM. 360,000 tested, 0.75% active; in the data active = inhibition above about 4.5%;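 also: 0% = vehicle wells with enzyme and 100% = reference inhibitor wells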
* = called active by the depositor; i = inactive; / = not tested or not shown.

SMILES	CSN inh	MT1-MMP act inh	eLon inh	Rpn11 inh	FAS-TE inh	Rin1-Abl PPI inh	bovine MsrA act	MLLE-PAM2 inh	MsrA inh
CC1=CC=CN2C1=NC(=O)CC2(C)C(=O)N(CC(=O)NC1CCCC1)c1ccccc1C (configuration not stated)	2	-1	-9	i	-7	-2	-3	-18	1.0
C=CCOc1ccc(C(=O)O)cc1Cl	-1	-5	10	i	-6	1	-9	0	0.0
Cc1ccc(-n2nnnc2SCC(=O)NC2CCCc3ccccc32)cc1 (configuration not stated)	8	1	-7	i	16	-1	0	-61	-0.2
Cc1nc(COc2ccc(C(=O)Nc3ccccc3N3CCOCC3)cc2)cs1	2	1	-5	i	4	0	-1	8	-1.1
Cc1ccccc1S(=O)(=O)Oc1cccc2c(O)cccc12	4	0	9	i	14	0	-3	-1	-0.7
CCC1CCCCN1S(=O)(=O)c1ccc(C(=O)Nc2nnc(C3CC3)o2)cc1 (configuration not stated)	2	-1	1	i	1	-1	-3	-5	1.1
Cc1cccc(N2CCN(S(C)(=O)=O)CC2)c1C	4	7	-7	i	-7	0	-11	4	-1.3
CC(C)(CNC(=O)c1cc([N+](=O)[O-])ccc1N1CCC(Cc2ccccc2)CC1)N1CCOCC1	-5	-14	-2	i	38	2	-1	-7	0.3
O=C(Nc1ccccc1)Nc1ccc(NC(=O)c2ccccc2O)cc1	0	9	3	i	-1	0	-5	-6	1.7
Cc1ccc2oc(-c3cccc(NC(=S)NC(=O)/C=C/c4ccco4)c3)nc2c1	13	-4	-11	i	15	-3	-4	-7	3.3
Cc1cc(C)cc(CC(=O)N2CCC2(C)C(=O)NS(=O)(=O)c2ccc(Br)cc2)c1 (configuration not stated)	0	1	-3	i	-4	2	-1	6	-0.1
COc1cc(C(=O)Nc2cnc(NC(=O)C(C)C)cc2C)cc(OC)c1OC	-2	-1	-5	i	-8	-3	5	-1	1.1
COc1ccc(N2CCN(C(=O)CCc3ccc(S(=O)(=O)NC(C)(C)C)cc3)CC2)cc1	4	0	-1	i	-3	0	-4	-7	0.2
O=C(COc1cccc(Br)c1)NN=C1c2ccccc2-c2ccccc21	6	3	-6	i	4	1	-4	-18	1.4
O=C(CSc1nc2ccccc2c(=O)[nH]1)Nc1ccc([N+](=O)[O-])cc1	1	-6	-13	i	20	-2	-3	-4	0.9
Cc1ccc(-c2cc(C(=O)N/N=C/c3c(C)nn(C)c3C)c3ccccc3n2)cc1C	13	-3	-6	i	15	-4	-1	11	0.9
CCOc1ccccc1-n1c(SCC(=O)N2CCOCC2)nc2ccccc2c1=O	0	0	-6	i	-3	6	-6	24	1.0
Cc1nc(CSc2ccc(Cl)cc2)cs1	-2	0	-5	i	0	5	-6	-3	0.0
Fc1ccc(/C=N/n2cnn(Cc3ccccc3Cl)c2=S)cc1	-3	2	1	i	22	-2	-4	19	2.5
CC(C)[C@H](NC(=O)OCc1ccccc1)C(=O)OCC(=O)NC1CCCCC1	4	-4	4	i	-1	0	1	-6	1.1
C=CC[C@@H](CC(=O)OC(C)(C)C)C(=O)OC[C@@H]1CCCN1C(=O)[C@H](CC=C)CC(=O)NCCO	-1	1	-3	i	-1	0	0	-12	0.5
Cc1cc(NC(=O)c2ccccc2)c(Cl)cc1N	-4	6	4	i	-2	-2	-2	-6	0.4
COc1ccccc1-n1c(CNC(=O)c2ccco2)nnc1SCC(=O)Nc1cc(C)ccc1C	5	1	2	i	-12	-2	-12	-3	0.4
Cc1ccccc1S(=O)(=O)NC(=O)C1(C)CCN1C(=O)c1c(C)noc1C (configuration not stated)	0	-1	12	i	-8	3	-8	4	0.4
Cc1ccc(N(Cc2ccc(C(=O)Nc3c(C)n(C)n(-c4ccccc4)c3=O)cc2)S(C)(=O)=O)cc1C	-2	3	-5	i	-5	2	-2	2	-1.4

Five entries from above, bar-delimited.
SMILES | CSN inh | MT1-MMP act inh | eLon inh | Rpn11 inh | FAS-TE inh | Rin1-Abl PPI inh | bovine MsrA act | MLLE-PAM2 inh | MsrA inh
COc1cc(C(=O)Nc2cnc(NC(=O)C(C)C)cc2C)cc(OC)c1OC | -2 | -1 | -5 | i | -8 | -3 | 5 | -1 | 1.1
COc1ccc(N2CCN(C(=O)CCc3ccc(S(=O)(=O)NC(C)(C)C)cc3)CC2)cc1 | 4 | 0 | -1 | i | -3 | 0 | -4 | -7 | 0.2
O=C(COc1cccc(Br)c1)NN=C1c2ccccc2-c2ccccc21 | 6 | 3 | -6 | i | 4 | 1 | -4 | -18 | 1.4
O=C(CSc1nc2ccccc2c(=O)[nH]1)Nc1ccc([N+](=O)[O-])cc1 | 1 | -6 | -13 | i | 20 | -2 | -3 | -4 | 0.9
Cc1ccc(-c2cc(C(=O)N/N=C/c3c(C)nn(C)c3C)c3ccccc3n2)cc1C | 13 | -3 | -6 | i | 15 | -4 | -1 | 11 | 0.9

More records:
SMILES	CSN inh	MT1-MMP act inh	eLon inh	Rpn11 inh	FAS-TE inh	Rin1-Abl PPI inh	bovine MsrA act	MLLE-PAM2 inh	MsrA inh
O=C(CSc1nnc2scc(-c3ccccc3)n12)Nc1nsc(-c2ccccc2)n1	32	-7	-6	i	2	0	0	1	/
CN(C)c1cccc(C(=O)Nc2ccc(S(=O)(=O)Nc3nccs3)cc2)c1	0	1	2	i	2	1	-4	4	-1.3
CCCOc1ccccc1C(=O)N1CCNC(=O)C1CC(=O)OC(C)C (configuration not stated)	1	-1	0	i	-1	0	-1	0	0.8
Cc1ccc(NC2CCCN(C(=O)CCn3nccc3C)C2)cc1C (configuration not stated)	2	0	-16	i	-5	-1	0	1	-0.2
CC1Oc2ccccc2N(CC(=O)NCc2ccccc2)C1=O (configuration not stated)	-9	-1	-2	i	-6	2	-14	-4	-0.7
CCC1(CC)NC(=O)N(CC(=O)OCC(=O)NC(=O)c2ccccc2OC)C1=O	-2	-2	-11	i	-8	-2	-3	4	1.2
CCCOc1ccc(S(=O)(=O)Nc2ccccn2)c2ccccc12	-3	1	1	i	-3	-1	-10	-5	-0.7
CCN1C(=O)[C@@H]2[C@H](C1=O)[C@@H]1C(=O)Nc3ccccc3C(=O)N1[C@@H]2c1ccc(Br)cc1	-4	2	-16	i	-9	1	0	-10	-0.2
CC(/C=C/c1cccc([N+](=O)[O-])c1)=N/NC(=O)c1cccnc1	-17	-1	-3	i	-3	-1	-2	-3	3.2
COc1ccc(C(O)c2nc(-c3cccc(F)c3)cs2)cc1 (configuration not stated)	3	5	-15	i	12	-4	-3	1	0.5
CCOC(=O)c1c2n(c3c(NCc4ccccc4)ncnc13)CCCC2	-2	4	-9	i	-2	-1	-11	-2	0.6
O=C1N/C(=N/O)S/C1=C/c1cccnc1	1	6	3	i	0	2	-6	-11	1.9
CCOC(=O)Cn1nc(C)c(NC(=O)COc2ccc(C)c(C)c2)c1C	0	7	-12	i	0	0	-4	-9	-1.4
CC(NC(=O)c1ccc(F)cc1)C1CC2CCC1C2 (configuration not stated)	1	1	3	i	-1	5	-6	5	0.5
NS(=O)(=O)c1ccc(CCNC(=O)C(=O)NCC2OCCN2S(=O)(=O)c2cc(F)ccc2F)cc1 (configuration not stated)	2	-1	0	i	-4	0	-2	-13	0.5
O=C(CSc1nnc(COc2ccc3c(c2)CCCC3)o1)Nc1ccc(F)cc1	1	-6	4	i	-3	-1	-1	-10	0.6
Cc1ccc(NC(=O)c2ccc(C)c(S(=O)(=O)N3CCOCC3)c2)nc1	-2	2	-10	i	-6	0	-1	1	-1.1
CCn1c(CN2CCCCCC2=O)nnc1SCc1cnc(-c2ccccc2)s1	0	-1	-7	i	0	2	-2	-39	1.0
COc1ccc(OC)c(NC(=O)CN2C(=O)C(C)N(c3ccc(C)cc3)C2=O)c1 (configuration not stated)	-5	-5	-4	i	3	4	1	1	0.7
O=C(CSc1nnc(CNC(=O)c2c(F)cccc2Cl)o1)NCCc1ccccc1	4	-2	-17	i	-2	2	-2	17	0.6
CCn1c(SCC(=O)Nc2ccccc2C(=O)OC)nnc1-c1ccc(N)cc1	-2	-3	1	i	-4	-2	-6	-17	-0.2
Cc1cccc(C)c1N1CCN(S(=O)(=O)N(C)C)CC1	-16	-5	-6	i	8	-3	0	-4	0.3
COc1ccc(S(=O)(=O)N(C)C[C@@H]2OCc3cn(nn3)CCCC(=O)N([C@@H](C)CO)C[C@H]2C)cc1	4	6	-5	i	-10	-3	0	4	-0.4
COC(=O)C1=C(C)NC(=S)N(C(C)=O)C1c1ccccc1 (configuration not stated)	-1	-5	17*	i	-2	3	-10	-127	2.8
COC(=O)CN(c1nc(C)cc(OC)n1)S(=O)(=O)c1ccccc1	-5	3	4	i	-2	2	-7	5	-1.4

Remaining list, next part:
SMILES	CSN inh	MT1-MMP act inh	eLon inh	Rpn11 inh	FAS-TE inh	Rin1-Abl PPI inh	bovine MsrA act	MLLE-PAM2 inh	MsrA inh
COc1nnc(-c2ccc(N3CCCCC3)c(NC(=O)COc3ccccc3)c2)c2ccccc12	0	1	2	i	1	-1	-4	1	-1.2
Brc1ccc2nc(N3CCCC3)sc2c1	-4	-2	0	i	8	3	-1	3	0.5
O=C(CNC(=S)N(Cc1ccccc1)Cc1cccnc1)NC1CCCC1	-1	-4	8	i	-13	1	-13	-103	-0.1
CN(C)C(=O)CCc1ccc2c3c([nH]c2c1)[C@]1(C)[C@@H](C(=O)N2CCOCC2)C[C@H](CC(=O)NCCCn2ccnc2)C(=O)N1CC3	-2	1	-7	i	-7	0	-1	4	0.6
O=[N+]([O-])c1ccc(-c2nc(NCc3cccnc3)c3ccccc3n2)cc1	0	0	-9	i	17	5	0	5	-1.3
O=C(Nc1ccc(N2CCN(Cc3ccccc3)CC2)cc1)c1ccco1	-3	7	-16	i	2	2	-3	-3	1.7
COCCNC(=S)Nc1cccc2cnccc12	-6	0	-9	i	-4	-1	0	11	-2.4
CN1CCc2[nH]c3ccc(C(=O)NN)cc3c2C1	0	1	-5	i	-8	1	0	-4	0.6
CCOc1ccc(C(=O)C(CN2CCOCC2)c2ccccc2)cc1 (configuration not stated)	3	-7	-4	i	-9	2	0	5	-0.7
O=C(NC1CCCc2ccccc21)c1ccccn1 (configuration not stated)	0	-1	-7	i	-1	3	-2	6	0.1
COc1ccc(NC(=O)CN(C)C(=O)CSCc2ccc(C)cc2)cc1	-3	3	-3	i	-1	-2	-2	8	-1.0
COc1ccc(-c2ccc3c(=O)cc(-c4ccsc4)oc3c2)cn1	104*	-3	-47	/	1	2	-6	-87	1.4
CCOC(=O)C1=C(c2ccccc2)NC(SC)=C(C#N)C1c1ccco1 (configuration not stated)	7	-10	3	i	19	2	-9	-6	2.0
Cc1c(NC(=O)Nc2cccc(F)c2)c(=O)n(-c2ccccc2)n1C	-3	1	-16	i	-5	-1	0	1	-1.5
Cc1ccc(C)c(S(=O)(=O)NC(Cc2c[nH]c3ccccc23)C(=O)O)c1 (configuration not stated)	-1	2	3	i	-6	-3	-3	-7	0.3
O=C(O)CC(c1ccc(C(F)(F)F)cc1)N1Cc2ccccc2C1=O (configuration not stated)	-5	2	-1	i	-3	1	-3	-7	-0.7
CC(C)/C=C/C(=O)N1CCC(N2CCC(C(=O)NCC3CCCO3)CC2)CC1 (configuration not stated)	-2	-1	-8	i	-5	-2	-6	6	0.4
COc1ccccc1N1CCN(C(=O)c2ccccc2NC(=O)C2CCCCC2C(=O)O)CC1 (configuration not stated)	-8	2	1	i	-8	-2	-8	2	0.2
CC(/C=C1\SC(=S)N(NS(=O)(=O)c2ccccc2)C1=O)=C\c1ccccc1	8	23	1	i	23	-1	-1	9	1.4
O=C(O)COc1ccccc1/C=N/NC(=O)CNC(=O)c1ccc(F)cc1	-2	3	-4	i	-4	0	-4	-5	1.2
